IDE cell inh: inhibitors of human insulin-degrading enzyme in cells; AID 434962; HEK cells, FAbetaB cleavage, fluorescence polarization; 320,000 tested, 0.41% active; inhibition, % at 5.59 µM; P14735;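 active = percent inhibition above the average of all tested compounds plus 3 SD, set per screening campaign, cut at about 16% in these data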;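 also: IDE supplied by intact live HEK cells; FP after avidin binding of uncleaved biotin substrate so inhibition keeps polarization high; 0% = DMSO wells and 100% = 60 µM reference IDE inhibitor Ii1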
M4 PAM: CHRM4 positive allosteric modulation; P08173; CHO-K1 hM4/Gqi5, Fluo-8 calcium fluorescence, ACh EC20; 0% = ACh EC20, 100% = maximal ACh; activation, % at 3 µM; 360,000 tested, 0.4% active; AID 624126;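 active = activation above its plate's cutoff, the mean activation of sample wells plus 3 SD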; also: some results filed as inactive read as strong as hits
Target sequence (P08173 whole entry, looked up): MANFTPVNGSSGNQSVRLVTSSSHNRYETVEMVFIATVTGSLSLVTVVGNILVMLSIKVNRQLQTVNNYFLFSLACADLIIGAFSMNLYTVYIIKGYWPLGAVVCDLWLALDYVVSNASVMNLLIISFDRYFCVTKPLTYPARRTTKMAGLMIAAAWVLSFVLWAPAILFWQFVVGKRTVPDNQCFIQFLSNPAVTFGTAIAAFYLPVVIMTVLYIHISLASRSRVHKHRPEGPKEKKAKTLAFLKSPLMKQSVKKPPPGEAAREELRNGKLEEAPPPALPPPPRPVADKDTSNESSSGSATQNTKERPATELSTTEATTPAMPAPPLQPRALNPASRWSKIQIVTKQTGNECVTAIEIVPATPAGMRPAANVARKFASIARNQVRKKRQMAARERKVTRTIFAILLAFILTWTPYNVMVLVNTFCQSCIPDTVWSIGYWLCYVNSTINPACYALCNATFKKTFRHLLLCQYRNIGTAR
GalR3 antagonist: blocks the human galanin receptor 3 | O60755 | HEK293 GalR3-CNG cAMP membrane potential fluorescence; galR3 body fused to GalR1 C-terminus | inhibition, % at 3 µM | 360,000 tested, 0.44% active;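 active = inhibition above the screen-wide average plus 3 SD, cut at about 13% in these data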;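 also: forskolin and galanin both at EC90 stimulate the cells; cAMP rise reported by CNG channel membrane potential dye signal; 0% = forskolin plus galanin with DMSO and 100% = forskolin alone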
CRFR2-BP antag: antagonists of CRF-binding protein/CRF-R2 receptor complex | HEK293 CRF-R2/CRF-BP, CRF-induced calcium fluorescence | inhibition, % at 11.8 µM | 350,000 tested, 0.59% active;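 active = inhibition of the ligand-induced calcium signal above about 50% at the single tested concentration, limit read from the data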
MEKK3 PB1 HTS: raises or lowers MEK5 binding to the human MEKK3 PB1 domain. Q99759. bead-based flow cytometry, Alexa488-MEK5 binding to MEKK3; actives lie on both sides; 0 = blocked by unlabeled MEK5, 100 = vehicle. binding response (% of control), % at 10 µM. 290,000 tested, 1.4% active. AID 1529;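 active = binding response more than 3 SD above or below the average of its plate-row segment, actives on both sides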;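 also: Alexa488 bead fluorescence after subtracting the streptavidin-only scavenger bead signal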
PHOSPHO1 block: inhibitors of human PHOSPHO1 phosphatase; Q8TCT1; inhibition, % at 13.3 µM; recombinant PHOSPHO1, absorbance phosphatase assay; 290,000 tested, 1.1% active; in the data active = inhibition above about 60%
Target sequence (Q8TCT1 whole entry, looked up): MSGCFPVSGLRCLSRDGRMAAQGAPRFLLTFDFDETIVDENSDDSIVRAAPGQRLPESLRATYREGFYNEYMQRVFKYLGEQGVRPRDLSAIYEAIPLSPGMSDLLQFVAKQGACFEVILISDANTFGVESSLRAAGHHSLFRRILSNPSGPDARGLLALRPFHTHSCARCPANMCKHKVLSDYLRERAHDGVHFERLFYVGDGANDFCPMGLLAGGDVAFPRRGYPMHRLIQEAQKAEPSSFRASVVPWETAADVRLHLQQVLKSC
CRFBP-R2 agonist: CRF-BP/CRF-R2 complex agonism. HEK293 CRF-R2/CRF-BP, calcium dye fluorescence (FLIPR); percent of saturating CRF peptide response. activation, % at 13.2 µM. 350,000 tested, 0.46% active;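 active = activation of at least 50%, plus an integration ratio under a set limit after plate pattern correction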;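 also: plate controls were neutral control wells without compound for no effect and CRF at EC100 for full effect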
IDE cell activ: activators of human insulin-degrading enzyme in cells; HEK cells, FAbeta-B cleavage, fluorescence polarization; 0% vehicle, 100% cell-free pure enzyme wells; activation, % at 5.96 µM; 340,000 tested, 0.073% active;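 active = activation above the mean of all tested compounds plus 3 SD, set per screening campaign, cut at about 17% in these data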
pCIP destab: compounds decreasing mouse p/CIP protein stability; Q05BA5; 290,000 tested, 0.01% active; decrease of EGFP signal, % at 10 µM; F442A p/CIP-EGFP cells, EGFP fluorescence, 16 h;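 active = EGFP signal decrease of at least 30% at 10 µM or well 3 SD below plate mean, unless failing retest; inactive = the rest, including hits failing retest or dose response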; also: some compounds called inactive have numbers as strong as hits; many of its hits are not listed in these tables
Active calls of the source: *; x = no result given.

SMILES | IDE cell inh | M4 PAM | GalR3 antagonist | CRFR2-BP antag | MEKK3 PB1 HTS | PHOSPHO1 block | CRFBP-R2 agonist | IDE cell activ | pCIP destab
Cc1ccccc1N1CCN(C2CCCN(C(=O)CCC(F)(F)F)C2)CC1 (stereo unspecified) | -5 | -3 | -6 | 5 | 105 | 14 | -1.0 | 4 | 1
O=C(NNC(=O)c1ccccc1Br)c1ccc(SCC2CCCO2)c([N+](=O)[O-])c1 (stereo unspecified) | 2 | 0 | -1 | 11 | 110 | 28 | 1.0 | -6 | -1
CCC(C)(C)NC(=O)Cn1c(=O)oc2cc(S(=O)(=O)N3CC(C)CC(C)C3)ccc21 (stereo unspecified) | 3 | -1 | 2 | 7 | 100 | 38 | -2.0 | 4 | -5
N#Cc1cn(-c2ccccc2)nc1-c1ccccc1 | 2 | 9 | -3 | 3 | 101 | 13 | 0.8 | 2 | 9
COC(=O)c1nccnc1N | x | 1 | -4 | -23 | x | x | 0.4 | 5 | x
COCCNc1oc(/C=C/c2ccccc2OC)nc1S(=O)(=O)c1ccccc1 | -4 | -5 | -1 | 28 | 99 | 18 | -3.5 | 5 | -16
Cc1ccc(S(=O)(=O)N2CCCCCC2)cc1C(=O)NCc1ccccn1 | -2 | 8 | -6 | 9 | 103 | 28 | 0.8 | -2 | -5
COC(=O)C1=C(Nc2ccc(C)cc2)C=C(C)C(C(=O)OC)C1c1ccc(OC)cc1 (stereo unspecified) | 5 | -7 | -7 | -6 | 98 | -19 | -0.4 | 4 | -16
CCN(CC)CCNc1nc2cc(OC)c(OC)cc2c2nc(-c3ccccc3)nn12 | -4 | 22 | -1 | -3 | 108 | -20 | 0.6 | 1 | -8
COc1cc(C2(c3ccc(O)c(OC)c3)C(=O)N(C)c3ccc(Br)cc32)ccc1O | -1 | -7 | -3 | 9 | x | x | -3.2 | 3 | x
CCOc1ccc(/C=C2/C(=N)N3OC(C)=CC3=NC2=O)cc1OC | 8 | 2 | -6 | 10 | 100 | -10 | -1.5 | -1 | 8
O=C(OC1CSc2nc3ccccc3n2C1)c1ccco1 (stereo unspecified) | 4 | -6 | -4 | 29 | 96 | -13 | -1.9 | -2 | -6
O=C(Nc1nc(COc2ccccc2)cs1)c1ccccc1F | 3 | -5 | -5 | -4 | 96 | -17 | -2.1 | 0 | -6
CSCCC(NC(=O)c1ccccc1)C(=O)Nc1ccc(C)cc1 (stereo unspecified) | -1 | -4 | -5 | -15 | 97 | 6 | 0.3 | 4 | -3
O=C(O)c1cc(N/N=C/c2ccc3c(c2)OCCO3)ccc1Cl | -1 | 6 | -2 | 6 | 98 | -15 | 1.2 | -3 | 5
CC12CC3(C)CC(C)(C1)CC(C(=O)NC(=S)N1CCCC1)(C2)C3 | 1 | 8 | -5 | -103 | 96 | -10 | 16 | 4 | 7
COc1ccc(/C=C/C(=O)OCc2cc(=O)n3c(n2)sc2ccccc23)cc1 | 3 | 13 | 6 | -12 | 95 | 3 | 5.9 | 7 | -5
Cc1noc(C)c1C(c1ccccc1)S(=O)(=O)c1ccccc1 (stereo unspecified) | 1 | 5 | -3 | 22 | 97 | -11 | -1.1 | 2 | -8
FC(F)(F)c1nnc2c(Sc3ccc(Cl)cc3)nc3ccccc3n12 | 0 | 13 | -5 | -2 | 84 | 42 | 0.0 | -5 | -15
CCCCc1cn([C@@H](CCCCN)C(=O)N2CCNCC2)nn1 | 6 | -1 | -4 | 5 | 99 | 26 | 3.4 | 6 | -2
Cn1c(=O)c2c(SCC(=O)Nc3nccs3)nc(C3CC3)nc2n(C)c1=O | 2 | 3 | -6 | 6 | 104 | 32 | -0.7 | 2 | -16
COc1ccccc1NC(=S)NC(NC(=O)c1ccco1)C(Cl)(Cl)Cl (stereo unspecified) | 2 | 12 | -5 | 2 | 129* | 8 | 2.5 | 7 | -11
CCN(c1ccccc1)S(=O)(=O)c1cccc(C(=O)NCCN2CCOCC2)c1 | -2 | 14 | -5 | 3 | x | x | -1.2 | -2 | x
Cn1c(=O)c2c(nc(N/N=C/c3ccncc3)n2Cc2ccccc2)n(C)c1=O | 5 | -2 | 8 | 7 | 98 | -13 | -0.6 | 7 | -8
O=C1Nc2ccccc2C12OCCS2 (stereo unspecified) | 2 | x | x | x | 100 | -18 | x | x | -1
COc1ccc(C(=O)Nc2ccccc2C(=O)NCc2cccnc2)cc1OC | 0 | -9 | 0 | -3 | 100 | x | 0.2 | 1 | -3
Cc1ccc(NC(=O)CSCC(=O)Nc2ccc(N3CCOCC3)cc2N2CCOCC2)cc1 | x | 3 | -6 | 3 | x | x | -1.7 | 2 | x
COC(=O)N[C@H](c1ccccc1)[C@@]1(C)C[C@@H]1[C@@H](C)C(=O)Nc1ccc2ccccc2c1 | -2 | 22 | -4 | 5 | 86 | x | -2.4 | 6 | x
N#CCCN(C(=O)CN1CCN(S(=O)(=O)c2ccc3c(c2)OCCO3)CC1)c1ccc(F)cc1 | -1 | 15 | -5 | -3 | x | x | -1.3 | 3 | x
O=C(Nc1ccc2c(c1)OCO2)C1CCCN(c2nc3ccccc3s2)C1 (stereo unspecified) | 1 | -6 | x | -34 | 105 | 8 | -2.2 | -9 | -12
CCc1ccc2[nH]c(=O)c(C(c3nnnn3CCOC)N3CCN(c4ccccc4F)CC3)cc2c1 (stereo unspecified) | 7 | 11 | -3 | -7 | 100 | -56 | -0.2 | 2 | -7
CN(C(=O)c1cccc(S(=O)(=O)NCc2ccccc2)c1)C1CCCCC1 | 0 | 0 | -6 | -11 | x | x | -2.4 | 5 | x
CC1C=CCC2C(=O)N(c3ccc(OC(=O)c4ccco4)cc3)C(=O)C12 (stereo unspecified) | 10 | 15 | -3 | 8 | 161* | 41 | -3.9 | 4 | -11
COc1ccc2[nH]c(=O)c(CN(Cc3cccnc3)C(=O)Nc3ccccc3)cc2c1 | -4 | -16 | -3 | -15 | 101 | 6 | -3.9 | 1 | -15
O=C(Nc1ccccc1C(=O)N1CCCC1)c1ccccc1 | 2 | -7 | -2 | 14 | 96 | -12 | -0.4 | 2 | 4
Cc1nc(N2CCCCC2)sc1C(=O)c1ccc(Cl)c([N+](=O)[O-])c1 | -5 | x | x | x | 101 | 32 | x | x | 11
O=C1C2CCCN2C(c2ccc(Br)cc2)N1c1ccc(F)cc1 (stereo unspecified) | 0 | -11 | 2 | 16 | 97 | -9 | -0.4 | -2 | -1
Cc1nnc(CN(C)C(=O)c2cc(COc3ccc(C)c(C)c3)on2)o1 | 10 | -3 | -7 | 9 | 105 | 34 | 0.1 | -6 | 1
O=C(NCc1ccoc1)c1ccc(NC(=O)c2ccccc2Cl)cc1 | 5 | -4 | -1 | 16 | 96 | 29 | -0.6 | 0 | -1
Cc1ccc(NC(=O)COC(=O)Cc2c(F)cccc2Cl)cc1S(=O)(=O)N1CCOCC1 | -3 | 2 | 0 | 4 | x | x | 0.5 | 2 | x
Cc1nnc(SCC(=O)Nc2nsc(-c3ccccc3)n2)s1 | -6 | 2 | -5 | -5 | 94 | -21 | -0.4 | -2 | 3
CC(=O)c1cc(C)ccc1OC(=O)c1ccncc1 | 1 | -2 | -11 | 11 | 97 | x | -3.0 | 2 | 3
Cc1ccc(NC(=O)CSc2nccc(=O)[nH]2)c(S(=O)(=O)N2CCOCC2)c1 | 5 | -4 | -2 | 4 | 103 | 64* | -1.4 | -2 | 5
Cc1cc(=O)c2ccccc2[nH]1 | 8 | 3 | -5 | 17 | 96 | 28 | 0.6 | 2 | -9
Brc1ccccc1-c1nnc2sc(Cc3ccccc3)nn12 | 0 | 1 | -7 | -10 | 97 | -11 | 0.5 | -4 | -12
COc1ccc(C(=O)CSc2n[nH]c(N)n2)cc1 | -4 | 3 | -2 | -8 | 101 | 19 | -0.5 | 2 | 2
Cc1cc(-c2csc(NC(=O)c3cc4ccccc4o3)n2)c(C)n1C | 1 | 4 | 4 | -8 | 97 | -3 | 12 | 3 | -10
CC1(C)CC(=O)C=C(NNC(=O)c2ccccc2O)C1 | 5 | -3 | -5 | -19 | 102 | 24 | 2.5 | 4 | -11
Cc1cc(C)c(C2=CC(=O)C[C@H](c3ccc4c(c3)OCO4)C2)c(C)c1 | 9 | -1 | -4 | -11 | x | x | 1.6 | 2 | x
O=C(COC(=O)c1nc(Cl)ccc1Cl)c1ccc[nH]1 | -2 | 4 | -4 | 6 | x | x | 5.6 | -1 | x
COc1ccc(CCNC(=O)C(=O)NCC2CCCN2S(=O)(=O)c2ccc(OC)cc2)cc1 (stereo unspecified) | 3 | -12 | -3 | -4 | x | x | 0.6 | 0 | x
O=C(Nc1nnc(S(=O)(=O)N2CCOCC2)s1)c1ccc(Cl)cc1 | 3 | -6 | x | 35 | 102 | -9 | -0.9 | 0 | -5
CN1C(=O)C2(OCCCO2)c2cc(Cl)ccc21 | -1 | 2 | -4 | -3 | 101 | x | 0.4 | -5 | -25
CCOc1cccc(CN2CCC(N3CCC(C(=O)NCC4CCCO4)CC3)CC2)c1 (stereo unspecified) | -1 | -5 | -1 | -22 | 101 | 34 | 0.7 | -3 | 12
CCOC(=O)N1CCN(C(=O)CSc2nnc(-c3ccccc3OC)o2)CC1 | 3 | 30* | 0 | -1 | 107 | -4 | 0.4 | 2 | -10
Cc1ccc2c(c1)NC(=O)C(CC(=O)NC1CCCCC1C)O2 (stereo unspecified) | -1 | 6 | 2 | -20 | 106 | 8 | -1.3 | 6 | -5
O=C1/C(=C/c2cccs2)COc2ccccc21 | 3 | -1 | -5 | -11 | 98 | 6 | -0.3 | -1 | -20
CCC(C)(C)c1ccc(OCCN2C(=O)NC(C)(C)C2=O)cc1 | 4 | -3 | -6 | -9 | 104 | 5 | 2.2 | -3 | 3
CCOC(=O)c1cc(NC(=O)N2CCCc3ccccc32)c(C)nc1C | 1 | 1 | 1 | -11 | x | -14 | 1.4 | 6 | -4
COC(c1ccccc1)c1nc2ccccc2[nH]c1=O (stereo unspecified) | -4 | -4 | -6 | 4 | 94 | 28 | 1.0 | 7 | -6

Other compounds.
SMILES | IDE cell inh | M4 PAM | GalR3 antagonist | CRFR2-BP antag | MEKK3 PB1 HTS | PHOSPHO1 block | CRFBP-R2 agonist | IDE cell activ | pCIP destab
COc1cc[n+]([O-])cc1[N+](=O)[O-] | x | 12 | -4 | -13 | x | x | 2.8 | 5 | x
O=C(/C=C/c1ccccc1[N+](=O)[O-])c1ccc(F)cc1 | 11 | 2 | 8 | 3 | 116 | 26 | -2.0 | 8 | 23
CC[C@]12c3[nH]c4cc(-c5ccco5)ccc4c3CCN1C(=O)[C@@H](CC(=O)NCCC1=CCCCC1)C[C@@H]2C(=O)N1CCN(C(=O)C2CC2)CC1 | x | -2 | -6 | -10 | x | x | 0.9 | 4 | x
Cc1ccc2c(c1)C(=O)C(=O)N2c1ccc(Cl)cc1 | 1 | 13 | -2 | -19 | x | x | -1.1 | -3 | x

Compound activity as filed in PubChem BioAssay.
